# Source: PubChem BioAssay
# E-sel TNF inh – blocks E-selectin expression induced by TNF alpha | HUVEC TNFa-induced E-selectin immunofluorescence, high content | inhibition, % at 2 µM | 120,000 compounds, 0.71% hits | AID 1246;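 active = inhibition above the batch mean plus 3 SD, and confirmed as a hit on visual image review, cut at about 43% in these data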;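 note: 0% = TNF-stimulated DMSO wells and 100% = unstimulated control wells; not every result past the cut was called active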
# MRP-1 activ – MRP-1 activation | H69AR cells + doxorubicin, viability rescue, CellTiter-Glo | viability increase, % at 10 µM | 140,000 compounds, 0.61% hits | AID 799;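 active = viability gain under doxorubicin at or above a set limit, the compound median plus 3 SD, cut at about 4.7% in these data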;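 note: MRP-1 overexpressing cells given doxorubicin 25 µM after compound pretreatment; 18-22 h compound pretreatment then 72 h with doxorubicin before readout; 0% = doxorubicin-only wells and 100% = vehicle-treated cells without doxorubicin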
# HCT116 PTEN-null – suppresses growth of cells with PTEN deletion; viability, % at 10 µM; HCT116 PTEN-null viability, CellTiter-Glo, 60 h; stronger effect = lower value; AID 827; 140,000 compounds, 1.2% hits;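 active = viability at or below a set limit, 4 SD under the median of all tested compounds, cut at about 3.7% in these data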;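 note: PTEN knockout HCT116 line with beta catenin targeted HCT116 as companion control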
# NPY-Y2 antag – blocks the human neuropeptide Y Y2 receptor. NPY-Y2 expressing cells, antagonist mode. inhibition, % at 2.7 µM. 140,000 compounds, 0.99% hits. AID 793; in the data active = inhibition above about 17%;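 note: 0% = vehicle with agonist challenge and 100% = reference antagonist with challenge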
# Target sequence (P49146 whole entry, looked up): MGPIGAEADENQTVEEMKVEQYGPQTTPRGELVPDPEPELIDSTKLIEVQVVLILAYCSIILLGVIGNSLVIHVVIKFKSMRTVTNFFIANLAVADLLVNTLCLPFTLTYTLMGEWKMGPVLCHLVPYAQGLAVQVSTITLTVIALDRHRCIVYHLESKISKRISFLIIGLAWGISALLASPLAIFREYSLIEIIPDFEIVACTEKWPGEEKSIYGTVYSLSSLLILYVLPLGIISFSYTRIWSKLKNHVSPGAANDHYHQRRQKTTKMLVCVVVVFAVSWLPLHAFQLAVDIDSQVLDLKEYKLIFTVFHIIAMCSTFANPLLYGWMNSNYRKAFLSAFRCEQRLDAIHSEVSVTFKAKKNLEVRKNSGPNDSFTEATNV
# GALR2 antag – GALR2 (human) receptor antagonism | 140,000 compounds, 0.39% hits | AID 828 | inhibition, % at 4 µM | GALR2-expressing cells, antagonist mode | O43603; in the data active = inhibition above about 27%;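 note: cells stimulated with galanin 1-16 at roughly its EC80; 0% = agonist challenge control and 100% = basal control without agonist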
# Target sequence (O43603 whole entry, looked up): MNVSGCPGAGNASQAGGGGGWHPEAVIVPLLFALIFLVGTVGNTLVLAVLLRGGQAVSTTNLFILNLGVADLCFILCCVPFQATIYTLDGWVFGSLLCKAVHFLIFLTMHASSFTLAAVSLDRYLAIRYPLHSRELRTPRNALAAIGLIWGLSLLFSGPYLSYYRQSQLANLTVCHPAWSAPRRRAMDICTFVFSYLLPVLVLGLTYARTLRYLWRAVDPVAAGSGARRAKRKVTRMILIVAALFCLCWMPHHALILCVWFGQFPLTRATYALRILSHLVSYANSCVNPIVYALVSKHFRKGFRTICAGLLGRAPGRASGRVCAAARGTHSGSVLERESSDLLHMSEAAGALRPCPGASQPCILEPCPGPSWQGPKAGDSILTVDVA
# Yeast lifespan up – extends the lifespan of yeast; S. cerevisiae growth with nicotinamide, OD615; deaD strain in restrictive glucose medium; inhibition of the nicotinamide effect, % at 10 µM; 130,000 compounds, 0.68% hits;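 active = inhibition above a set limit, placed 3 SD over the median of all compounds, cut at about 26% in these data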;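 note: 0% = nicotinamide-treated wells and 100% = cells grown without nicotinamide; some compounds called inactive have numbers as strong as hits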
#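 System: Modified budding yeast, DeaD strain | Buffer or medium: Restrictive glucose medium | Also added: 1.5 mM nicotinamide | Doses: 10 µM single point, 0.25% DMSO | Schedule: 48 h compound exposure at 30 °C, humidified | Detection: Absorbance at 615 nm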
# Phagocyt inh – blocks phagocytosis by macrophages. inhibition, % at 5 µM. 110,000 compounds, 0.07% hits. J774A.1 macrophage IgG-bead phagocytosis, imaging. AID 1029;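 active = inhibition above the mean of the plate negative controls plus 5 SD, cut at about 13% in these data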;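 note: phagocytic index as fraction of beads internalized from green versus red external bead signal; plate controls were DMSO negative control for no effect and cytochalasin-D positive control for full effect; some results beyond the cut were filed as inactive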
# HCT116 bCat-KO – beta-catenin-lacking colon tumor cell growth suppression. HCT116 beta-catenin knockout viability, CellTiter-Glo, 60 h; stronger effect = lower value. viability, % at 10 µM. 140,000 compounds, 1.5% hits. AID 818;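 active = viability at or under a set limit, the compound median less 4 SD, cut at about 6% in these data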;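 note: 0% = Hyamine 1622 control at 20 µM and 100% = untreated cell control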
# Measles CPE – protection of cells from measles virus | Measles virus-infected cells, CPE protection, absorbance | protection (pct of control), % at 4 µM | 140,000 compounds, 1.5% hits; in the data active = protection mostly above about 24%, no sharp cut-off; inactive = mostly below about 26%; note: some compounds called inactive have numbers as strong as hits
# Yeast growth inh – chemicals that inhibit yeast BB579 growth in restrictive medium (lifespan-shortening candidates). S. cerevisiae BB579 growth, OD615, 48 h. inhibition, % at 10 µM. 140,000 compounds, 0.51% hits;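 active = inhibition above a set limit, 3 SD over the mean compound inhibition, cut at about 44% in these data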; note: inactives centre near -24
#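 Assay system: S. cerevisiae DeaD strain BB579 yeast. Medium: CSMM-D restrictive synthetic medium containing dextrose (glucose). Times: 4 h cell preincubation, 48 h compound exposure, 30 °C humidified. Signal: OD615 turbidity measurement. Benchmarks: positive control amphotericin B 10 µg/mL.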
# * marks the source's active call; other numbers are inactive results; / = not tested or not shown.
No.	mol	E-sel TNF inh	MRP-1 activ	HCT116 PTEN-null	NPY-Y2 antag	GALR2 antag	Yeast lifespan up	Phagocyt inh	HCT116 bCat-KO	Measles CPE	Yeast growth inh
1	CCOC(=O)c1sc2cc([N+](=O)[O-])cc(SCC(=O)OC)c2c1N	18	-2.5	85	4	10	-3	/	84	21	14
2	Cc1cc(C)cc(NC(=O)CSc2nc(N)c(NC(=O)c3cccs3)c(=O)[nH]2)c1	-28	-1.4	98	2	-7	4	/	96	18	-38
3	O=C(NCCc1ccccc1)NC1CCCCC1	-26	0.0	104	-1	-1	-11	1	98	11	19
4	CCN(CC)C(=O)COc1cc(C)cc2oc(=O)cc(-c3ccccc3)c12	12	-2.7	73	6	-16	0	/	73	4	-30
5	O=C(CN(Cc1ccccc1)S(=O)(=O)c1ccc(S(=O)(=O)N2CCOCC2)cc1)Nc1ccccc1	/	0.6	105	2	2	1	-10	96	6	-14
6	O=C(c1ccccc1Cl)N1CCNCC1	14	-2.0	84	3	-5	-3	0	88	11	-21
7	Cc1ccc(-n2c(SCC(=O)NCC3CCCO3)nnc2-c2ccoc2C)cc1 (configuration not stated)	8	-1.0	101	-2	4	-6	-1	93	32	-55
8	CNC(=O)c1c[nH]n2c(=O)c(Cc3ccccc3F)c(C)nc12	-3	-2.5	90	3	5	-2	-1	81	27	-5
9	COCC(=O)Nc1ccc(S(=O)(=O)NCCc2ccccc2)cc1	6	-0.3	92	7	-4	-11	2	86	4	5
10	O=C(CCn1cccc1)Nc1nccs1	/	-1.4	91	2	-1	-17	4	104	10	-4
11	O=C(N/N=C/c1c(Nc2cccc(C(F)(F)F)c2)nc2ccccn2c1=O)c1ccccc1[N+](=O)[O-]	/	-5.4	59	11	7	-2	-1	71	2	-24
12	COc1ccc(C(=O)CSc2nnc(C3CCCCC3)n2N)c(OC)c1	-15	-1.5	72	2	-2	-3	/	69	4	-27
13	Cc1ccc(-c2nc(SCC(=O)NCC3CCCO3)c(-c3ccc(Cl)cc3)[nH]2)cc1 (configuration not stated)	-8	-1.9	100	1	-1	-4	/	61	12	-38
14	O=C(CN1CCN(S(=O)(=O)c2ccc(F)cc2)CC1)Nc1ccc(Cl)c(C(F)(F)F)c1	-25	-5.3	46	-4	-1	-19	/	62	2	-33
15	Cn1c(=O)c2c(nc(SCC(=O)NCc3ccc4c(c3)OCO4)n2Cc2ccccc2)n(C)c1=O	9	-1.5	92	1	-7	-8	-1	101	4	-36
16	COc1ccccc1S(=O)(=O)Nc1ccc2cn[nH]c2c1	/	-1.8	96	-1	27*	7	-5	93	3	-14
17	COC(=O)[C@H](CCSC)NC(=O)N1CCN(Cc2ccccc2)CC1	18	-0.6	106	-1	11	-3	0	101	/	-19
18	CCOC(=O)CCC(=O)O[C@H]1[C@H](O[C@@H]2[C@@H](C)[C@H](O[C@H]3C[C@@](C)(OC)[C@@H](O)[C@H](C)O3)[C@@H](C)C(=O)O[C@H](CC)[C@@](C)(O)[C@H](O)[C@@H](C)C(=O)[C@H](C)C[C@@]2(C)O)O[C@H](C)C[C@@H]1N(C)C	/	-1.6	97	1	-15	-2	/	80	36	26
19	CCc1ccc(N(C(=O)Cc2cccs2)C(C(=O)NC2CCCCC2)c2cn(C)nc2C)cc1 (configuration not stated)	19	-2.2	81	4	-4	7	/	79	4	-55
20	S=C(NCc1ccc(Cl)cc1Cl)Nc1ccccc1	/	-2.7	83	1	0	-2	-2	93	21	-9
21	Fc1ccc2c(c1)C(c1ccncc1)=NNC(c1cccnc1)=N2	-50	-2.7	97	1	-4	-10	-4	103	30	-9
22	COc1ccc(-n2cnnc2SCCC#N)cc1	6	-3.3	102	1	-6	-11	-1	95	2	-44
23	Cc1ccccc1NC(=O)Cc1c(O)c2ccccc2[nH]c1=O	/	-3.1	102	1	3	-31	/	97	11	-37
24	CCOc1ccc(S(=O)(=O)Nc2ccc(S(=O)(=O)N3CCCCC3)cc2)cc1	-6	-2.1	91	4	6	-5	1	91	7	-17
25	COCCn1c(SCC(=O)/C=C2\N(C)c3ccccc3C2(C)C)nnc1-c1ccncc1	13	-0.5	18	3	8	2	-3	15	7	-35
26	Cc1cc2cc(CN(Cc3ccco3)C(=O)C3CCCCC3)c(=O)[nH]c2cc1C	/	-3.5	82	4	9	-3	-2	86	7	-5
27	O=C(NCc1ccco1)C1CCCN1C(=O)NCc1ccccc1 (configuration not stated)	/	-1.1	98	0	-14	-6	0	100	16	-11
28	Cc1cc2c(C)nc3ccccc3c2o1	-7	-0.9	99	1	-8	/	/	96	3	-40
29	COc1ccc(C(C)=O)cc1CSc1nnc(-c2ccccc2O)n1-c1ccccc1	10	-1.8	75	7	0	-8	/	84	7	-59
30	COc1ccccc1C1CC(c2ccccc2)Nc2ncnn21 (configuration not stated)	/	-4.0	53	4	-5	-6	1	42	34	-21
31	CCn1cc(C(=O)O)c(=O)c2cc3c(cc21)OCO3	/	-1.6	102	2	1	7	/	102	12	-9
32	Cc1cccc(C)c1OCc1nnc(SCC(=O)Nc2nccs2)o1	-19	-1.3	94	2	-5	-7	0	85	12	-32
33	CCn1c(SCC(=O)Nc2ccc(N(C)C)cc2)nnc1-c1cccc(C)c1	/	-3.2	98	3	-3	-12	0	98	6	-40
34	C=CCOc1cccc(C2C(C(=O)c3ccc(C)o3)=C(O)C(=O)N2Cc2ccncc2)c1 (configuration not stated)	-8	-1.1	104	1	12	-7	1	100	20	13
35	Cc1cc(C)c(NC(=S)N2CCCC2C(=O)O)c(C)c1 (configuration not stated)	-13	0.6	95	1	-1	-5	-6	94	7	-8
36	CNC(=S)NNC(=O)c1sccc1OCc1cccc(C(F)(F)F)c1	-13	-1.8	90	3	-16	-12	2	98	7	-48
37	CC1(O)c2ccccc2C(=O)N1CCc1ccccc1F (configuration not stated)	-7	-0.7	97	-1	11	-1	/	100	4	-4
38	CCOC(=O)/C(=C/Nc1ccccc1)[N+](=O)[O-]	-8	-1.9	89	2	0	1	1	87	21	2
39	CC(C)(C)OC(=O)NCCc1nnc(SCC(=O)Nc2cccc(Cl)c2)o1	-15	-2.2	86	0	6	-15	6	79	3	-23
40	COc1cc(/C=N/n2c(C)n[nH]c2=S)ccc1OCc1ccc(F)cc1	/	-2.6	105	5	0	1	-3	101	122*	-10
41	CCN(CCCNC(=O)CCCN1C(=O)COc2ccc(C)cc21)c1cccc(C)c1	-8	-0.8	85	2	-8	-12	-1	92	11	-23
42	Cn1c(C(=O)N2CCCC(C(=O)NCc3cccs3)C2)cc2sccc21 (configuration not stated)	/	-1.4	90	3	4	-11	0	85	0	-23
43	CCOc1ccc(-n2c(N)c(C(=O)NCc3ccco3)c3nc4ccccc4nc32)cc1	-23	-2.4	9	5	11	-19	0	12	11	-65
44	Cc1nn(Cc2ccccc2Cl)c2sc(C(=O)OC3CCCC3=O)cc12 (configuration not stated)	/	-0.6	100	-2	-6	-6	2	101	6	-40
45	CC1(C)CC(=NOC(=O)c2ccccc2)CC(C)(C)N1	6	-2.6	97	5	8	1	/	95	22	-45
46	COC(=O)CN1C(=O)C(O)(CC(=O)c2ccc(C)cc2)c2ccccc21 (configuration not stated)	/	-0.5	87	1	6	-6	/	85	1	-42
47	O=C(NCc1ccc(Cl)cc1Cl)c1ccc2nc[nH]c2c1	/	1.0	89	10	4	-4	-5	87	7	-27
48	CN(C)CC(=O)Nc1nc(-c2ccccc2)cs1	-4	0.4	100	1	3	-9	0	109	4	2
49	CCOC(=O)C1CCc2sc(N)c(C#N)c21 (configuration not stated)	-7	-0.1	101	2	2	-10	1	99	11	-39
50	CN(C)CCCOc1ccc2c(c1)Sc1ccccc1CC2=O	/	-4.2	77	4	16	3	4	72	16	24

# (listing goes on)
No.	mol	E-sel TNF inh	MRP-1 activ	HCT116 PTEN-null	NPY-Y2 antag	GALR2 antag	Yeast lifespan up	Phagocyt inh	HCT116 bCat-KO	Measles CPE	Yeast growth inh
51	Fc1ccc(COc2ccc(Cl)cc2/C=N/Nc2nc(N3CCCC3)nc(N3CCCC3)n2)cc1	11	0.3	87	4	-2	-4	1	89	9	-100
52	COC(=O)[C@H](Cc1ccccc1)NC(=O)NCc1ccccc1OC	15	-1.1	113	3	-6	2	0	96	11	-59
53	CCNc1ccc(C(=O)OCC(=O)c2cc(C)n(Cc3ccc4c(c3)OCO4)c2C)cc1[N+](=O)[O-]	/	5.2*	80	0	16	2	-5	86	36	-14
54	Cc1c(C(=O)NC2CCCc3ccccc32)oc2ccc(S(=O)(=O)N3CCOCC3)cc12 (configuration not stated)	-31	0.4	72	-1	7	-7	4	75	2	-10
55	O=C(Nc1cc(Oc2ccccc2)cc([N+](=O)[O-])c1)C12CC3CC(C1)CC(n1cnc(Cl)n1)(C3)C2	33	-1.7	45	-2	-20	-17	/	62	5	-48
56	CCSc1nnc(NC(=O)c2cc3c(s2)CCCC3)s1	-10	-1.9	65	0	17	-19	7	64	4	-3
57	CC(C)(C)Cc1nnc(NC(=O)c2ccc([N+](=O)[O-])cc2)s1	6	1.1	96	2	6	1	/	86	13	-28
58	COc1ccccc1N1CCN(C(CNS(=O)(=O)c2ccccc2)c2cccnc2)CC1 (configuration not stated)	9	-0.2	95	3	-6	-7	-1	100	33*	-41
59	O=C(CCCCCN1C(=O)c2ccccc2C1=O)Nc1nccs1	7	-2.1	100	7	0	-17	0	94	8	-38
60	O=C(Cn1nc(Cc2cccnc2)c2ccccc2c1=O)NCC1COc2ccccc2O1 (configuration not stated)	14	-0.7	79	1	3	-12	-1	84	2	-1
61	Cc1ccc(C(C(=O)NC2CCCCC2)N(Cc2ccco2)C(=O)C2COc3ccccc3O2)o1 (configuration not stated)	9	-0.5	77	20*	5	-3	/	86	12	-24
62	CCN1CC(C)C(O)(c2ccccc2)CC1C (configuration not stated)	-4	-0.8	102	1	-12	-8	0	108	18	-22
63	Cc1ccc(-n2c(-c3ccco3)nc3nc4ccccc4nc32)cc1	-8	-0.4	97	5	1	-3	-2	97	6	-42
64	O=S(=O)(c1cnc(Cl)c(Br)c1)N1CCCCCC1	/	-4.1	79	4	9	5	-4	78	4	-26
65	c1ccc2c(c1)OC(CCCN1CCCCC1)c1ccccc1S2 (configuration not stated)	7	-7.2	30	17*	2	/	/	52	4	24
66	CSCCC(NC(=O)C1CC1)c1nc2ccccc2[nH]1 (configuration not stated)	-3	0.6	96	2	0	-9	-1	104	23	-24
67	CCNC(=O)c1ccc2c(c1)C1C3CCC(C3)C1C(c1ccccc1)N2 (configuration not stated)	/	-2.6	84	1	5	20	-3	93	10	-17
68	Cc1cc(C)nc(-n2cc(C(=O)c3cc(F)ccc3O)cn2)n1	/	0.8	99	16	7	30*	0	94	9	-28
69	COC(=O)CSc1nnc(-c2cccc(NC(=O)c3ccc(C)cc3)c2)n1C	-17	0.7	100	2	-4	-18	1	105	2	-37
70	CC(=O)CC1(C)OC(N)=C(C#N)C1(C#N)C#N (configuration not stated)	19	-1.4	89	0	3	-25	-1	105	10	-27
71	c1ccc2c(-c3ccncc3)c[nH]c2c1	/	-1.2	93	-1	9	-11	0	94	6	-20
